ERb coact inh – inhibitors of ERβ-SRC1 coactivator interaction, primary screen, biochemical, TR-FRET, ERβ LBD, SRC-1 peptide. Estrogen receptor beta (Homo sapiens), Q92731. TR-FRET ER-beta LBD / SRC1-Cy5 peptide binding; receptor agonist-loaded with 1 µM estradiol. inhibition, % at 25.6 µM. hit rate 1.3% among 86,000. AID 633, 2007;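 active = compounds whose percent inhibition of the receptor-coactivator binding signal exceeds about 50% in the single-dose screen, limit read from the data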;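 note: 0% = receptor plus peptide wells without compound and 100% = peptide-only wells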
Target sequence (Q92731 whole entry, looked up, the tested form may be a part): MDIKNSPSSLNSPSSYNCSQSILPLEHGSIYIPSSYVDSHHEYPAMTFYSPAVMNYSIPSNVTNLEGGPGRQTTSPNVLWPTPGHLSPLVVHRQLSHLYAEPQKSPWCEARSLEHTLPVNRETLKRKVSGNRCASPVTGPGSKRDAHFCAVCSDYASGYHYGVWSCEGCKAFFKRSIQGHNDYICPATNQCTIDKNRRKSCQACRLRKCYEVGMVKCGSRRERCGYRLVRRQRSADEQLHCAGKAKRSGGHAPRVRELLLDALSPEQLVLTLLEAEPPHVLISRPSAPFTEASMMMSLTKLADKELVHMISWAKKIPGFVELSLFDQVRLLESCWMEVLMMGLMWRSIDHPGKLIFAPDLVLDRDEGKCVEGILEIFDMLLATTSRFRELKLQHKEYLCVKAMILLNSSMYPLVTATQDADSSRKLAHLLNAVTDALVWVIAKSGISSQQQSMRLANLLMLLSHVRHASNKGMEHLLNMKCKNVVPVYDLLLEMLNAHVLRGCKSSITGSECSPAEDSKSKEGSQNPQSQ
H69AR growth 86K – proliferation blockers of H69AR lung cancer cells, primary screen, cell-based, human, 86K library | H69AR lung tumor viability, ATP luminescence, 72 h; active compounds read low | viability, % at 10 µM | hit rate 6% among 85,000 | AID 598, 2007;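 active = viability at or below 40%; inactive = viability above 40%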;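 note: multidrug resistant small cell line overexpressing MRP-1 efflux transporter; 100% = mean luminescence of untreated control wells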
Smad3 inh – Smad3/FoxH1 peptide binding inhibitors, primary screen, biochemical, TR-FRET; Mothers against decapentaplegic homolog 3 (Homo sapiens), P84022; TR-FRET Smad3/Dy647-FoxH1 peptide binding, europium anti-His; inhibition, % at 25 µM; hit rate 0.29% among 88,000; AID 630, 2007;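 active = compounds that reduce the energy-transfer binding signal between the protein and its labelled peptide by more than half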;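 note: 0% = Smad3 plus labelled peptide maximal FRET and 100% = peptide-only background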
Target sequence (P84022 whole entry, looked up): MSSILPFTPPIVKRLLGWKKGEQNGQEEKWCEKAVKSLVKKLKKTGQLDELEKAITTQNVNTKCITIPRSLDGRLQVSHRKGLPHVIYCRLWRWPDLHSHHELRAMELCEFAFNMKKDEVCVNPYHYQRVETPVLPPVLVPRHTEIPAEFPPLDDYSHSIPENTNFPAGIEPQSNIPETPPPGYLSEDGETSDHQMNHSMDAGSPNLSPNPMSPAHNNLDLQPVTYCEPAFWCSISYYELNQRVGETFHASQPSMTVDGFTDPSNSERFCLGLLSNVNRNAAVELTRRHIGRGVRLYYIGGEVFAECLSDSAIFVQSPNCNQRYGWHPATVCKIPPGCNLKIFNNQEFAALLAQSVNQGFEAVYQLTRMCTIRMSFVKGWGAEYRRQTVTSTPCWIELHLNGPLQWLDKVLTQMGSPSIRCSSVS
ERa SRC1 inh – ERα–SRC-1 coactivator interaction inhibitors, primary screen, biochemical, TR-FRET, ERα LBD, estradiol-bound | Estrogen receptor (Homo sapiens), P03372 | TR-FRET ER-alpha LBD / SRC-1 peptide | inhibition, % at 25.6 µM | hit rate 1.7% among 86,000 | AID 629, 2007; in the data active = inhibition above about 50%;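 note: 0% = receptor plus peptide control and 100% = peptide only without receptor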
ERa SRC1 pot – enhancers of ERα–SRC-1 coactivator binding, primary screen, biochemical, TR-FRET, ERα LBD, low estradiol; Estrogen receptor (Homo sapiens), P03372; TR-FRET ERalpha-LBD/SRC-Cy5 coactivator binding, 2 h; 100 = basal binding, no effect; coactivator binding (% of control), % at 25.6 µM; hit rate 1.3% among 86,000; in the data active = activity above about 200%;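 note: binding measured in presence of low estradiol as agonist stimulus; 0% = peptide alone without receptor and 100% = receptor with peptide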
HUVEC prolif 384 – inhibitors of HUVEC proliferation, primary screen, cell-based, 384-well; CellTiter-Glo luminescence, 72 h; active compounds read low; viability, % at 10 µM (by protocol); hit rate 1.1% among 86,000; AID 648, 2007;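 active = viability at or below 30%; inactive = viability above 30%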;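 note: 100% = median luminescence of DMSO-only cell control wells on each plate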
CD11b adhes enh – enhancers of CD11b/CD18 adhesion to fibrinogen, primary screen, K562 cells, luminescence; ATPlite luminescence; Integrin beta-2 (Homo sapiens) + Integrin alpha-M (Homo sapiens), P05107+P11215; hit rate 0.07% among 93,000; AID 1499, 2009; activation, % at 10 µM;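 active = 10 µM primary screen giving 50% or more activity, confirmed by 40% or more on retest at that dose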; note: strong numbers were not always called active
MT1-MMP txn act – MT1-MMP promoter reporter activation – cell-based, luciferase luminescence, primary screen | activation factor at 10 µM | AID 750, 2007 | HT1080 MT1-MMP promoter luciferase reporter, overnight; active compounds read high | hit rate 0.16% among 86,000;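 active = activation factor of at least 2 for MT1-MMP transcription at 10 µM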
Lung fibro prol – antiproliferative effect on LL 47 fibroblasts – human, LL 47 cells, CellTiter-Glo luminescence, primary screen; LL 47 human lung fibroblast viability, ATP luminescence; active compounds read low; viability, % at 10 µM; hit rate 1.1% among 85,000;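 active = viability at or below 50% in the single dose screen; inactive = viability above 50%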;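 note: compound exposure lasted 72 h before the ATP readout; 100% = median luminescence of untreated cell-only wells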
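Benchmarks: Cell-only wells, no compound | Test system: LL 47 human lung fibroblasts, passage 12 or lower | Input: 1,150 cells/well | Measured by: CellTiter-Glo luminescence measuring cellular ATP | Medium: IMEM, 15% FBS supplement | Schedule: Overnight attachment after seeding, then 72 h compound exposure at 37 °C | Doses: Compound addition at 0.1% DMSO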
The depositor's hits bear a star; . = not tested or not shown; [ ] = another dose, or the depositor's remark. Only part of the results is shown. The share of hits here may be higher or lower than overall.

entry	Molecule	ERb coact inh	H69AR growth 86K	Smad3 inh	ERa SRC1 inh	ERa SRC1 pot	HUVEC prolif 384	CD11b adhes enh	MT1-MMP txn act	Lung fibro prol
1	O=C(COc1ccc(S(=O)(=O)N2CCCCC2)cc1)N1CCCCCC1	-5	86	8	-5	106	90	4	1.1	99
2	Cc1ccc(-c2nnn(CC(=O)NCCc3ccc4c(c3)OCO4)n2)o1	5	94	2	3	102	112	-2	1.1	103
3	CCCCc1nc(N)c(C#N)c(-c2ccco2)c1CCC	10[fluorescence artefact?]	42	3	2[fluorescence artefact?]	200[fluorescence artefact?]	105	.	1.2	100
4	CCOC(=O)C(NC(=O)c1ccc(OC)cc1)(Nc1cc(C)on1)C(F)(F)F (centres undefined)	0	92	4	-6	107	105	-2	1.2	97
5	CCCCSc1nnc(NC(=O)CCc2ccccc2)s1	4	84	-7	-10	101	81	1	.	92
6	CCCCNc1cc(=O)n(C)c(=O)[nH]1	-5	99	-3	-3	116	85	-1	1	97
7	O=S(=O)(Nc1ccc(-c2nc3cccnc3s2)cc1)c1cccs1	22	88	5	24	175[fluorescence artefact?]	93	-3	1.3	87
8	Cc1cccn2c(N)c(-c3ccccc3)nc12	3	50	2	2	141	87	.	1.5	93
9	COc1ccccc1NC(=O)Nc1ccnn1C1CCCCC1	6	88	-5	3	96	99	0	1.1	101
10	O=C(CNC(=O)c1ccc(Br)o1)NCc1ccc2c(c1)OCO2	-6	94	-2	-10	99	99	-1	1.1	102
11	CC(=O)c1c(C)nc2ccccn12	-8[fluorescence artefact?]	94	2	3[fluorescence artefact?]	94	94	2	1	100
12	Cc1ccc2cc(CN(CC3CCCO3)S(=O)(=O)c3c(C)ccc4nsnc34)c(=O)[nH]c2c1 (centres undefined)	5	82	5	-6	117	107	0	1.2	89
13	COc1ccc(Br)cc1S(=O)(=O)N1CC(C)OC(C)C1 (centres undefined)	-14	98	5	-13	101	91	.	1	101
14	CCCn1c(=O)[nH]c(=O)c2c1nc(-c1ccc(OC(F)(F)C(F)C(F)(F)F)cc1)n2CCOC (centres undefined)	-13	69	-1	-6	103	93	-2	1.2	98
15	Cc1c(C(=O)O)[nH]c2c1C(=O)CC(c1ccc(Cl)cc1)C2 (centres undefined)	32	92	1	-6	114	108	2	1.2	94
16	CN(CC(=O)Nc1ccc(F)c(Cl)c1)S(=O)(=O)c1cccc2nsnc12	-24[fluorescence artefact?]	86	11	-26	103	90	.	1.1	94
17	O=S(=O)(Nc1nccs1)c1ccc2c(c1)OCCO2	-14[fluorescence artefact?]	91	-4	3[fluorescence artefact?]	111	100	-2	1.1	110
18	CC1CCC(N2CCN(S(C)(=O)=O)CC2)CC1 (centres undefined)	-3	102	-4	-9	100	87	-1	1	105
19	COc1ccc(-c2nnn(CCc3nn[nH]n3)n2)cc1	8	102	-5	-1	90	108	.	1.2	97
20	Cc1ccc2[nH]c3c(c2c1)CCCC3C(N)=O (centres undefined)	12	83	-4	-7	102	100	-2	0.9	104

The list goes on (three carried over from the part before).
entry	Molecule	ERb coact inh	H69AR growth 86K	Smad3 inh	ERa SRC1 inh	ERa SRC1 pot	HUVEC prolif 384	CD11b adhes enh	MT1-MMP txn act	Lung fibro prol
18	CC1CCC(N2CCN(S(C)(=O)=O)CC2)CC1 (centres undefined)	-3	102	-4	-9	100	87	-1	1	105
19	COc1ccc(-c2nnn(CCc3nn[nH]n3)n2)cc1	8	102	-5	-1	90	108	.	1.2	97
20	Cc1ccc2[nH]c3c(c2c1)CCCC3C(N)=O (centres undefined)	12	83	-4	-7	102	100	-2	0.9	104
21	COc1ccc(-c2noc(CCC(=O)NCCCN3CCC(C)CC3)n2)cc1	-7	97	0	-9	102	99	-1	.	100
22	Cc1onc(-c2ccccc2)c1C(=O)NCC1CCCO1 (centres undefined)	-10	95	8	-3	108	100	-2	1.2	100
23	COCCCN1C(=O)C(=O)/C(=C(/O)c2ccc(OCC(C)C)cc2C)C1c1cccnc1 (centres undefined)	7	105	14	-5	105	97	5	1	105
24	O=C(CN1CCN(C(=O)c2ccco2)CC1)Nc1ccc2c(c1)OCO2	-13	110	-5	-23	104	93	.	1.4	104
25	CCOc1cc(NC(=O)c2ccco2)c(OCC)cc1NC(=O)CCc1ccc(OC)cc1	-17[fluorescence artefact?]	33*	2	-5[fluorescence artefact?]	91	66	-3	1.1	84
26	CCCOc1ccc(C2C(C(=O)OC)=C(C)N=C3SCCC(=O)N32)cc1OCC (centres undefined)	-5	71	5	-4	123	98	-2	1.1	92
27	N#Cc1cc2c(=O)n3ccccc3nc2n(CCN2CCOCC2)c1=O	9	101	0	-8	110	100	-2	1	92
28	CCCN(CCC)CCSc1nc(O)c(C(C)C)c(=O)[nH]1	-1[fluorescence artefact?]	92	-5	1[fluorescence artefact?]	118	85	-6	1.1	89
29	CCOC(=O)c1cnc(SCC(=O)N2CCc3ccccc32)nc1N	0	90	8	0	107	104	0	1.1	101
30	Cc1ccc(-n2nc3cc(C)c(N)cc3n2)cc1	24	100	35	24	47[fluorescence artefact?]	84	-7	.	101
31	Cc1cccc(N(CC(N)=O)C2SC(=O)NC2=O)c1 (centres undefined)	-14	91	2	-26	112	104	.	1.2	99
32	CN(C)c1ccc(/C=N\NC(=S)SCN2C(=O)C3CCC(C)(C2=O)C3(C)C)cc1 (centres undefined)	3	92	10	3	112	90	.	1.2	90
33	COc1ccc(C2C=C(c3ccc(Cl)cc3)Nc3nc(NC(C)=O)nn32)cc1 (centres undefined)	22	92	4	70*	172	92	2	1.1	98
34	CCCn1cnc2c(cnn2-c2ccc(F)cc2)c1=O	11	93	1	3	103	102	.	1.5	101
35	COCCCN1CC23C=CC(O2)C(C(=O)O)C3C1=O (centres undefined)	3	94	-2	-3	104	98	-2	1.1	99
36	COc1ccc(-c2nc(C#N)c(N3CCCCCC3)o2)cc1OC	1[fluorescence artefact?]	70	-3	19	82[fluorescence artefact?]	112	-2	1.2	99
37	Cc1ccc(NC(=O)CS(=O)CC(=O)N(c2ccccc2)C(C)C(=O)NC2CCCC2)cc1 (centres undefined)	-13	100	9	-9	109	101	-2	1.1	106
38	O=C(COc1ccc(OCc2ccccc2)cc1)NC1CCOC1=O (centres undefined)	4[fluorescence artefact?]	103	0	4[fluorescence artefact?]	97	103	.	1.1	98
39	O=C(NCc1ccccc1)c1noc2c1CCCCC2	5[fluorescence artefact?]	95	-5	-5	106	94	-2	1.8	96
40	Cc1c(C(=O)NCCN2CCOCC2)sc2nc(-c3ccc(F)cc3)cn12	-29	81	27[fluorescence artefact?]	-18	108	95	.	1	107
41	COc1ccccc1NC(=O)CC1C(=O)Nc2c1c(=O)n(C)c(=O)n2C (centres undefined)	2	67	5	-5	120	94	0	1	96
42	Cc1ccc(NC2=CC(=O)CCC2)cc1C	4	95	-1	3	73	93	-6	.	95
43	Cc1nnc(C)n1/N=C/c1ccc(C(C)C)cc1	-8	106	-2	-4	98	105	-2	1.2	100
44	CCCc1nc2oc3c(N4CCNCC4)ncnc3c2c2c1CCCC2	-6[fluorescence artefact?]	7.0*	2	7[fluorescence artefact?]	128	67	4	1	84
45	CCOC(=O)C1=C(CN2CCOCC2)NC(=O)NC1c1cc(C)ccc1C (centres undefined)	-7	47	-6	-11	104	101	-1	1.2	94
46	Cc1ccc(S(=O)(=O)N(Cc2cc3cc4c(cc3[nH]c2=O)OCCO4)CC2CCCO2)cc1 (centres undefined)	16[fluorescence artefact?]	65	26[fluorescence artefact?]	33[fluorescence artefact?]	175[fluorescence artefact?]	66	3	1	99
47	N=c1sccn1CC(=O)Nc1ccccc1Cc1ccccc1	-15	75	3	-4	113	106	1	1.1	93
48	Cc1ccc(N)c(C(O)(C(F)(F)F)C(F)(F)F)c1	-11	92	-3	0	117	99	1	.	106
49	COc1ccccc1N1CCN(C(=O)C2c3ccccc3Oc3ccccc32)CC1	5	30*	3	9	74	39	4	0.5	58
50	Cc1nc2ccccc2c2c1C(=O)N(C)C2=O	12	93	3	4	90	93	-2	1.2	99
51	CC(C)CC(c1nnnn1CCc1ccccc1)N1CCN(C(=O)c2ccco2)CC1 (centres undefined)	2[fluorescence artefact?]	99	-11	-2	96	92	-4	1.1	101
52	Cc1ccc(-c2ccc(/C=N/c3ncn[nH]3)o2)cc1Cl	2[fluorescence artefact?]	83	1	-11[fluorescence artefact?]	102	92	-3	1.2	93
53	CCCn1nc(NC(=O)c2cccs2)c2cc3ccccc3nc21	-6	50	14	-5[fluorescence artefact?]	82	72	.	1	96
54	O=C(c1ccc(Cl)cc1)c1c[nH]c(C(=O)C(Cl)(Cl)Cl)c1	-8	2.4*	9	-6	85	49	-4	.	44*
55	CCOc1cc2c(cc1OCC)C(C(=O)O)C(c1cc(Br)c(O)c(OC)c1)N(C)C2=O (centres undefined)	-37	106	2	-21[fluorescence artefact?]	96	97	.	1	99
56	COc1ccc(OC)c(N2C(=O)C(Cl)=C(N3CCOCC3)C2=O)c1	-3	92	-2	-3	116	94	-1	1.2	93
